Screening data: PubChem BioAssay, several laboratories
ABCB1 block: blocks JC-1 efflux by human ABCB1 transporter. CCRF-Adr cells, flow cytometry. AID 1326. 0.067% of 190,000 active. P08183. inhibition, % at 6.6 µM; in the data active means inhibition above about 40%;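 further: 0% = vehicle and 100% = reference inhibitor; higher value means more JC-1 retained so stronger ABCB1 efflux block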
Target sequence (P08183 whole entry, looked up): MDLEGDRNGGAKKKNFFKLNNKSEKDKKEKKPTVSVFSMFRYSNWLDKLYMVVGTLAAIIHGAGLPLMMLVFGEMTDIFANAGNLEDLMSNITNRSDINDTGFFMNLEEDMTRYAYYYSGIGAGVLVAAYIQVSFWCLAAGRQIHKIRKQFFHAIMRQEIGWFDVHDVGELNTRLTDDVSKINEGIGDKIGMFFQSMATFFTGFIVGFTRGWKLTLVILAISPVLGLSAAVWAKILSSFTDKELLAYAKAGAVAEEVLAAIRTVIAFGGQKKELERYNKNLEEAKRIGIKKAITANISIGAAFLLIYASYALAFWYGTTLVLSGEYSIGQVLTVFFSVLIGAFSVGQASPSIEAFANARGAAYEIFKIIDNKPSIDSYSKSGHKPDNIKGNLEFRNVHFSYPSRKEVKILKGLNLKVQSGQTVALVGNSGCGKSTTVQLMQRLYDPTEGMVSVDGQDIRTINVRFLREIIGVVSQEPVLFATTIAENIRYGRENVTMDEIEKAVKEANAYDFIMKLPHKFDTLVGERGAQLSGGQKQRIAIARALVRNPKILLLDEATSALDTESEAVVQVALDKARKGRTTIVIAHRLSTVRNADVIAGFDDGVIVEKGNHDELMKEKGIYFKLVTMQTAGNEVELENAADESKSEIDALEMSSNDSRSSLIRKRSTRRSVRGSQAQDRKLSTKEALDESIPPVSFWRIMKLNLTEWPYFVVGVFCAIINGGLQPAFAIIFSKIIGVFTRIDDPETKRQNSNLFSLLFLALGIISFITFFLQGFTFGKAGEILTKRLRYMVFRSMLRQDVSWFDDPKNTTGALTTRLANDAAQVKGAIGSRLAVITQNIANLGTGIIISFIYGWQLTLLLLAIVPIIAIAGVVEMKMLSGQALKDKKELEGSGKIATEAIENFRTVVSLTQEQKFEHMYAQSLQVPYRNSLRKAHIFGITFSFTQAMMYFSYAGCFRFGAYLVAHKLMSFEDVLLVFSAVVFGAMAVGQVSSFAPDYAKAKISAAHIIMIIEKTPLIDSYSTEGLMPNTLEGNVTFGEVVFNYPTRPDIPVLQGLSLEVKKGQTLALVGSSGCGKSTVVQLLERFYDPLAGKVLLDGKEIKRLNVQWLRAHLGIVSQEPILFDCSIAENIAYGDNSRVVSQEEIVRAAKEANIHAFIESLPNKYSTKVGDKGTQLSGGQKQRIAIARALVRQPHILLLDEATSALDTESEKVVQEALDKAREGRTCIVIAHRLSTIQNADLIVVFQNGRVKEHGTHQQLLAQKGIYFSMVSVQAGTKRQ
Mcl1-Noxa inh: Mcl-1/Noxa interaction inhibition. Q07820. TR-FRET Mcl-1/Noxa peptide binding, 2 h. inhibition, % at 21.7 µM. 1.5% of 220,000 active. AID 1022;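 active means compounds that cut the protein-peptide binding signal by more than 50% relative to plate controls in a single-dose test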;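 further: His-tagged Mcl-1 with rhodamine Noxa BH3 peptide and terbium anti-His antibody; 0% = Mcl-1 plus Noxa peptide wells and 100% = peptide-only wells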
Pf gamet viab: kills late stage P. falciparum gametocytes. P. falciparum stage V gametocytes, ATP luminescence, 24 h. inhibition, % at 10.9 µM. 0.065% of 150,000 active;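 active means inhibition above the mean plus 3 SD of compounds within the control limits, set per campaign, cut at about 38% in these data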;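 further: 0% = DMSO wells and 100% = medium only without gametocytes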
Mcl1 Bid PPI: disrupts binding of human Mcl-1 to Bid peptide. Q07820. TR-FRET Mcl-1/Bid-Dy647 peptide binding, 1536-well. inhibition, % at 21.7 µM. 0.97% of 220,000 active;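 active means compounds that cut the binding signal by more than half at the single screening dose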;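 further: His-tagged Mcl-1 with europium anti-His antibody binding Bid BH3 peptide; 0% = Mcl-1 plus peptide wells and 100% = peptide-only wells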
ABCG2 block: inhibitors of human ABCG2 transporter, ABCB1 counter-screen. Q9UNQ0. IgMXP3 cells, JC-1 efflux, flow cytometry. 0.1% of 190,000 active. inhibition, % at 6.6 µM;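 active means inhibition above 80%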;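 further: 0% = DMSO and 100% = nicardipine control wells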
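Test system: IgMXP3 cells (ABCG2) mixed with DDAO far-red-labelled CCRF-Adr cells (ABCB1). Reagent: JC-1 transporter substrate. Compound dosing: single test compound dose, 6.6 µM final. Times: 10 min compound exposure, 25 °C. Detection: flow cytometry of retained JC-1 fluorescence. Read-out basis: efflux inhibition in percent versus controls. Controls: nicardipine and DMSO wells.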
RGS4-Gao reg: human RGS4-Galphao interaction regulation | P09471 | Multiplexed bead flow cytometry, RGS4-Galphao binding; actives lie on both sides | binding response (% of control), % at 10 µM | 0.33% of 220,000 active; in the data active means binding response below about 49% or above about 150%; inactive means in between;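 further: fluorescent Galphao activated with aluminum fluoride binding bead-coupled RGS4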
RGS8-Gao: modulates binding of RGS8 to human Galphao. multiplexed bead flow cytometry; actives lie on both sides. P09471. response (percent of control binding), % at 10 µM. 0.34% of 220,000 active; in the data active means response below about 60% or above about 140%; inactive means in between;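 further: Galphao activated as the GDP aluminium fluoride complex binding bead-coupled RGS8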
Avidin bead fluor: compound fluoresces at 488/530 nm on avidin beads; compound fluorescence 488/530 nm, flow cytometry; active compounds read high; AID 1775; fluorescence (KMESF) at 10 µM; 0.38% of 220,000 active; in the data active means fluorescence above about 47; further: inactives centre near 10
Bim-Mcl-1: human Bim-Mcl-1 interaction inhibition; Q07820; inhibition, % at 10 µM; Bead-based flow cytometry, Bim peptide-Mcl-1 binding; 0.1% of 190,000 active; in the data active means inhibition above about 40%;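 further: 0% = no compound tracer wells and 100% = peptide blocker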
RGS7-Gao: regulators of human RGS7-Galphao interaction | P09471 | Multiplexed bead flow cytometry, RGS7-Galphao binding; actives lie on both sides | binding response (% of control), % at 10 µM | 0.35% of 220,000 active; in the data active means binding response below about 49% or above about 150%; inconclusive means no clear call, values can overlap the other calls; inactive means in between;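 further: fluorescent Galphao held in activated GDP-AlF4 state binding bead-coupled RGS7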
GSH bead fluor: GSH bead compound fluorescence profile; AID 1776; GSH beads flow cytometry, compound fluorescence 488/530 nm; active compounds read high; 0.25% of 190,000 active; fluorescence (KMESF) at 10 µM; in the data active means fluorescence above about 89;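 further: glutathione beads carrying GST-tagged Bcl family fusion proteins plus one bare bead set; values are compound well signal with DMSO vehicle wells as background; inactives centre near 16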
Active calls of the source: *; ? = inconclusive; / = not tested or not shown.

item	compound	ABCG2 block	RGS4-Gao reg	Bim-Mcl-1	Avidin bead fluor	Mcl1 Bid PPI	Mcl1-Noxa inh	RGS8-Gao	ABCB1 block	GSH bead fluor	RGS7-Gao	Pf gamet viab
1	CC1=C(C(=O)OCC2CCCO2)C(c2ccc(Cl)c(Cl)c2)NC(=O)N1 (stereo not given)	0	96	2	10	-41	3	97	0.2	24	96	12
2	O=c1c2c(n3cnnc3n1C1CCCCC1)-c1ccccc1CC21CCCCC1	4	103	-1	7	8	1	106	0.7	15	102	/
3	CCOC(=O)c1sc(NC(=O)CCN2CCN(CC)CC2)c(C(=O)OCC)c1C	5	99	3	6	-16	6	99	2.0	15	100	-7
4	COc1ccc(CCNC(=O)/C=C/c2ccc(OC)c(S(=O)(=O)N3CCOCC3)c2)cc1	/	104	/	/	-18	6	106	/	/	?	-67
5	COc1ccc(C(=O)/C=C/Nc2ccc(S(=O)(=O)Nc3cccc(C(C)=O)c3)cc2)cc1	-10	103	1	8	-15	-117	108	-1.3	17	103	1
6	O=C(Nc1ccccc1-c1ccccc1)C1CCCCC1	6	102	-4	22	11	21	100	2.2	15	105	14
7	COc1cc(CC(=O)OCC(=O)Nc2ccc3c(c2)OCCO3)cc(OC)c1OC	5	99	-1	3	-11	-3	103	0.9	7	101	1
8	CCN(CC)C(=O)CN1C(=O)c2cccc3cccc(c23)C1=O	5	99	-1	10	-22	0	100	0.5	14	?	/
9	C=CCc1ccc(OCCOCCOc2ccc(C)cc2[N+](=O)[O-])c(OC)c1	6	92	1	14	-15	3	98	0.8	9	96	11
10	CCCCN1C(=O)C(O)(CC(=O)c2ccco2)c2cc(Br)ccc21 (stereo not given)	0	99	-5	26	6	0	100	-0.1	15	102	/
11	Cc1cc(/C=N/n2cnnc2)c(C)n1-c1cc(Cl)ccc1Cl	0	107	0	5	-59	15	103	0.1	29	102	/
12	Cc1cccn2c(=O)c(C=O)c(N3CC(C)OC(C)C3)nc12 (stereo not given)	4	100	-1	12	-26	-4	99	0.5	11	99	/
13	COC(=O)C(C)Sc1nc2c(c(=O)n(C)c(=O)n2C)n1Cc1cccc(C)c1 (stereo not given)	63	98	-5	26	-1	13	101	2.4	23	100	/
14	CSCc1cc(N(C)C)nc(SCc2ccc(Cl)c(Cl)c2)n1	14	103	-1	11	7	-6	102	0.5	37	99	/
15	O=C(Oc1ccc2c(c1)OCO2)C12CC3CC(CC(C3)C1)C2	0	98	-5	9	2	0	102	-0.2	11	101	/
16	Cc1ccc(C)c(C(=O)COC(=O)c2ccc(Br)o2)c1	0	103	-4	38	-5	-14	106	0.0	20	97	/
17	COc1ccc2oc(=O)c(N3C(=O)c4ccccc4C3=O)cc2c1	/	102	/	7	-11	-3	103	/	/	?	-16
18	O=[N+]([O-])c1ccccc1S(=O)(=O)N1CCN(CC2CC3C=CC2C3)CC1 (stereo not given)	1	104	0	21	20	46	106	0.9	11	104	-3
19	CSc1nc(Cl)cc(Nc2ccccc2N)n1	8	98	0	11	-18	-5	95	0.0	10	89	-10
20	C=C(C)CN=C1NN=C(c2cc(C)n(-c3ccc(C)cc3)c2C)CS1	0	96	-5	11	-5	30	102	13	11	96	-3
21	Cc1ccc(-c2csc(N/N=C/c3ccco3)n2)c(C)c1	-1	100	-4	3	-12	11	103	0.2	7	104	3
22	CC(Oc1ccc(Cl)cc1)C(=O)NNC(=S)NC(=O)c1ccco1 (stereo not given)	0	97	-2	2	-86	-21	90	0.6	6	109	7
23	CCOC(=O)C1CCN(S(=O)(=O)C(F)(F)c2nc3ccccc3s2)CC1	1	102	0	9	-6	4	100	0.5	28	103	21
24	COC(=O)C1CCN(C(=O)c2ccc(Cl)c(S(=O)(=O)NCc3cccnc3)c2)CC1	2	99	-1	13	-7	7	100	0.3	9	101	-16
25	Nc1nnc(/C=C/c2ccccc2)s1	5	100	0	11	-17	-11	99	0.8	23	101	14
26	CCN(CCO)c1ncnc2c1sc1nc(CC(C)C)c3c(c12)CC(C)(C)OC3	49	96	-2	14	15	-12	98	3.4	37	93	3
27	O=C(Nc1nnc(SCc2cccc(F)c2)s1)c1ccco1	11	99	0	10	-14	-8	100	-0.2	25	98	0
28	O=c1[nH]c(CN2CCOCC2)nc2scc(-c3ccccc3)c12	0	98	0	25	-2	8	101	-0.1	18	101	28
29	CC(=O)Nc1cc([N+](=O)[O-])ccc1N1CCOCC1	3	98	1	8	-21	-11	100	0.4	13	100	-13
30	CC(C)OCCCNC(=O)c1ccc(C2SCC(=O)N2Cc2ccco2)cc1 (stereo not given)	6	104	1	12	-17	14	103	1.0	25	101	-21

Other structures:
item	compound	ABCG2 block	RGS4-Gao reg	Bim-Mcl-1	Avidin bead fluor	Mcl1 Bid PPI	Mcl1-Noxa inh	RGS8-Gao	ABCB1 block	GSH bead fluor	RGS7-Gao	Pf gamet viab
31	Cc1noc(/C=C/N(C)C)c1S(=O)(=O)N1CCCC(C(=O)NCc2ccccc2Cl)C1 (stereo not given)	5	96	-2	23	-28	-3	98	2.2	16	98	-23
32	CCOC(=O)c1c(C)[nH]c(C(=O)CSc2nc(C)cc(C)n2)c1C	21	107	-2	5	-9	8	103	0.9	10	105	15
33	Cc1nn(C)cc1/C=N\NC(=O)c1ccc(Cn2cc(Cl)cn2)cc1	12	96	-2	5	3	30	103	0.7	22	98	-2
34	COc1ccccc1/C=N/NC(=O)CC(=O)NC1CCCCC1	7	101	-4	7	-20	20	101	1.3	21	100	11
35	Brc1ccc(Oc2ncc(CN3CCN(c4ccccc4)CC3)s2)cc1	0	99	-1	6	-12	-6	99	0.0	36	96	/
36	CCc1nc(SCc2ccc([N+](=O)[O-])cc2)n[nH]1	4	90	-2	2	5	17	79	8.1	9	92	-28
37	O=C(N/N=C/c1ccccn1)c1c[nH]c2ccccc12	/	99	/	4	-12	5	96	/	/	?	12
38	c1ccc(CSc2nnc(Cc3ccccc3)o2)cc1	9	95	-3	12	-19	5	96	0.9	10	101	23
39	CCOc1ccc(CN2CCN(Cc3cnc(N4CCOCC4)s3)CC2CCO)cc1 (stereo not given)	0	101	4	12	-45	7	101	0.4	11	100	-2
40	CCOC(=O)CC1COc2ccccc2N1C(=O)c1ccc(C)cc1 (stereo not given)	1	103	-1	5	-3	8	102	0.5	37	106	6
41	O=C(CN1CCN(Cc2ccccc2)CC1)N/N=C/C=C/c1ccccc1[N+](=O)[O-]	13	106	-6	11	11	-12	105	1.3	12	106	/
42	Cc1c(C(=O)N/N=C/c2ccc(O)cc2)sc(=S)n1C	2	102	-1	13	-35	30	101	-0.2	11	101	5
43	Cc1ccc(NC(=O)c2ccc3nc[nH]c3c2)cc1C	7	99	0	12	5	11	100	0.5	17	100	-4
44	CS(=O)(=O)N(CC(=O)NC1CCCCC1)c1cccc(Cl)c1	5	98	-3	11	-5	14	99	-1.2	37	97	1
45	CC(C)CCN1CC(O)=C(c2nc3ccccc3[nH]2)C1=N	1	100	-4	24	-61	-46	104	0.3	10	103	/
46	N#CC1=C(N)OC2=C(C(=O)CCC2)C1C1C=CCCC1 (stereo not given)	2	95	0	11	-21	2	99	0.2	14	91	-10
47	C/C(=N\NC(=O)CN(c1ccc(Oc2ccccc2)cc1)S(C)(=O)=O)C(C)(C)C	-2	102	-1	9	-19	13	100	0.5	11	95	-31
48	Cc1cccc(-c2noc(CN(C(C)C)S(=O)(=O)c3ccc(F)cc3)n2)c1	5	104	-9	11	-21	/	102	0.8	34	99	0
49	CC1CCN(CCCNC(=O)c2cc3sccc3n2C)CC1	3	104	-2	35	-12	9	103	0.5	11	104	-11
50	C=CCNc1nc(N2CCCCC2)c(C#N)c2c1CN(Cc1ccccc1)CC2	17	102	0	9	-20	-3	99	2.1	15	101	-5
51	CCOC(=O)C(=CNc1cc(C(F)(F)F)ccc1N1CCOCC1)C(=O)OCC	/	117	/	7	-1	-4	110	/	/	?	8
52	Cc1csc(NC(=O)C2CCCO2)n1 (stereo not given)	2	94	4	9	-26	12	89	0.8	28	95	-25
53	Cc1cc(C(=O)COc2ccc(Cl)cc2Br)c(C)n1C	9	99	-2	9	-43	13	98	0.5	/	93	21
54	CCN(CC)CCOC(=O)c1c(C)n(C)c2ccc(OC)cc12	8	95	-1	7	2	22	97	1.4	19	100	/
55	COc1cnn(-c2ccccc2)c(=O)c1SCc1ccc(Cl)c(Cl)c1	12	101	-3	32	-40	-218	101	0.8	24	101	/
56	c1cncc(CNc2ncnc3sc4c(c23)CCC4)c1	31	103	3	9	-6	34	100	1.1	9	96	/
57	O=C(CSc1nnc(-c2cccnc2)n1Cc1ccco1)c1ccc2ccccc2c1	1	104	-1	9	8	5	100	0.2	30	106	7
